Source: PubChem BioAssay (National Center for Advancing Translational Sciences (NCATS))
RXFP1 ag: qHTS Assay for Agonists of the Relaxin Receptor RXFP1. Relaxin receptor 1 (Homo sapiens), Q9HBX9. 370,000 tested, 0.3% active. HEK293T-RXFP1 cAMP TR-FRET, 30 min; response scale: percent of porcine relaxin response, buffer zero. AID 2676, 2010. Potency, µM (series often up to 57.5 µM), without a hit: top-dose activation, actives largely listed as activators; further: on the % scale 0 is the no-effect control and ±100 the full control effect; nearly all actives have a fitted effect of over 60% in size; many of its hits are not listed in these tables
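cAMP rise read by TR-FRET after 30 min, 37C compound exposure (up to 58 uM) in RXFP1-transfected HEK293 cells with Ro 20174 present. EC50 from Hill-equation fits, with 29 nM porcine relaxin as 100% and buffer as basal.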
USP1-UAF1 inh: Inhibitors of USP1/UAF1: Primary Screen. Ubiquitin carboxyl-terminal hydrolase 1 (Homo sapiens), O94782. 390,000 tested, 0.23% active. recombinant USP1/UAF1, Ub-Rhodamine cleavage fluorescence. Potency, µM (series often up to 57.1 µM), for inactives: at the highest dose activity change, negative = inhibition, usual class: inhibitors. AID 743255, 2014; further: on the % scale 0 is the no-effect control and ±100 the full control effect; nearly all actives have a fitted effect of over 60% in size; inactives centre near -12
Target sequence (O94782 whole entry, looked up): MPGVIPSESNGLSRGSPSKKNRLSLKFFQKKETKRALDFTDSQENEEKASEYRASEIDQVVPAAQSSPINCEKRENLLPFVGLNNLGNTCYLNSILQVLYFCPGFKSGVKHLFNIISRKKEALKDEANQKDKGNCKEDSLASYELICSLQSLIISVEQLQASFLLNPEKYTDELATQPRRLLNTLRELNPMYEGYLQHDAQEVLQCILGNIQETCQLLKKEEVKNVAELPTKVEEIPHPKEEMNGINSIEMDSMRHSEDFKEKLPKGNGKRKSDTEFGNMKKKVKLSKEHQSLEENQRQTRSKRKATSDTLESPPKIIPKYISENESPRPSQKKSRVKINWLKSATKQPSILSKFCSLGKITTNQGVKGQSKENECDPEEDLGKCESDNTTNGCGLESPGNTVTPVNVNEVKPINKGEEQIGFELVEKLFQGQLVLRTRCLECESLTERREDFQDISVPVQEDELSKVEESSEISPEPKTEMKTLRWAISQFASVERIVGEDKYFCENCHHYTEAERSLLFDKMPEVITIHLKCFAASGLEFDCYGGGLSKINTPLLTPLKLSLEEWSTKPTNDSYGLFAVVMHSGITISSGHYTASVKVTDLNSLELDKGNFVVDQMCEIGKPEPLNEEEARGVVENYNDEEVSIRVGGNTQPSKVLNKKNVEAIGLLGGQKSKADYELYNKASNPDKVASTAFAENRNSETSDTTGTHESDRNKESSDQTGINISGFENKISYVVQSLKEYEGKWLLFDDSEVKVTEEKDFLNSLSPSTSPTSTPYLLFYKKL
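USP1/UAF1 complex at 1 nM was preincubated with compound for 15 min at room temperature, then Ub-Rho substrate (150nM final) was added. Fluorescence (480/540 nm) was read kinetically, 6 reads every 60 seconds.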
rTrxR1 inhibitor: qHTS Assay for Inhibitors of Mammalian Selenoprotein Thioredoxin Reductase 1 (TrxR1): qHTS; Potency, µM (doses to about 114 µM), without a hit: top-dose activity change, negative = inhibition, actives largely listed as inhibitors; 390,000 tested, 1% active; AID 588453, 2011; recombinant rTrxR1, NADPH fluorescence consumption, selenite substrate; further: on the % scale 0 is the no-effect control and ±100 the full control effect; nearly all actives have a fitted effect of over 65% in size
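Rat TrxR1 (90 nM in the dispensed reagent) was pre-reduced with 400 uM NADPH for 5 min at room temperature, then incubated with compound for 15 min. After 400 uM selenite was added, NADPH fluorescence (Ex 340/Em 450 nm) was followed for 8 min.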
TrxR1 substrate: qHTS Assay for Substrates of Mammalian Selenoprotein Thioredoxin Reductase 1 (TrxR1): qHTS. Thioredoxin reductase 1, cytoplasmic (Rattus norvegicus), O89049. purified TrxR1 substrate turnover, NADPH consumption readout. Potency, µM (top dose mostly 114 µM), without a hit: at the top dose activity change, negative = substrate turnover. 390,000 tested, 0.01% active. AID 588456, 2011; further: on the % scale 0 is the no-effect control and ±100 the full control effect; nearly all actives have a fitted effect of over 50% in size
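Rat TrxR1, dispensed at 90 nM, was prereduced with 400 uM NADPH (final) for 5 min at ~22 deg C, then incubated with compound 15 min before 400 uM selenite. A first-read NADPH fluorescence drop versus no-compound background flagged substrates.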
Vif-APOBEC3G blk: qHTS for Inhibitors of Vif-A3G Interactions: qHTS; DNA dC->dU-editing enzyme APOBEC-3G (Homo sapiens), Q9HC16; HeLa A3G-eYFP + Vif (tagged APOBEC3G with the HIV-1 protein that degrades it), YFP fluorescence, overnight; Potency, µM (highest dose often 46.1 µM), for the others: at the highest dose activity, negative = active, usual class: inhibitors; 410,000 tested, 0.076% active; AID 602310, 2012;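 further: on the % scale 0 is the no-effect control and ±100 the full control effect; nearly all actives have a fitted effect of over 60% in size; hits raise eYFP signal because A3G escapes Vif-driven loss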
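Read-out is eYFP fluorescence (Ex 488/Em 500-530) from Vif-expressing HeLa A3G-eYFP cells; more signal means A3G escaped Vif-mediated degradation. Cells plated overnight, compound pinned in, incubated overnight at 37 deg C.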
mIDH1 inhibitor: qHTS for Inhibitors of mutant isocitrate dehydrogenase 1 (IDH1): qHTS; Isocitrate dehydrogenase [NADP] cytoplasmic (Homo sapiens), O75874; IDH1-R132H enzyme, NADPH consumption, diaphorase/resazurin fluorescence; Potency, µM (titrated, usually from 76.6 µM), for inactives: at the top dose activity change, negative = inhibition, most hits filed as inhibitors; 390,000 tested, 0.093% active; AID 602179, 2012; further: on the % scale 0 is the no-effect control and ±100 the full control effect; nearly all actives have a fitted effect of over 65% in size
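IDH1-R132H (0.5 ug/mL dispensed) in pH 7.5 Tris buffer was preincubated 30 min with compound, then given a substrate mix of 0.016 mM NADPH and 2 mM alpha-KG for 80 min at room temperature; remaining NADPH was read by diaphorase/resazurin fluorescence.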
Vif-APOBEC3F blk: qHTS for Inhibitors of Vif-A3F Interactions: qHTS; Potency, µM (top dose mostly 46.1 µM), for inactives: top-dose activity, negative = active; HeLa A3F-eYFP + Vif (tagged APOBEC3F with the HIV-1 protein that degrades it), YFP fluorescence increase; 390,000 tested, 0.2% active; AID 602313, 2012; further: % of control where 0% means no effect; nearly all actives have a fitted effect of over 65% in size
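HeLa cells stably expressing A3F-eYFP plus Vif, plated and incubated overnight at 37 deg C, then exposed to compounds overnight at 37 deg C. Blocked degradation read as raised yellow fluorescence (Ex 488/Em 500-530).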
12-LOX inh: Primary qHTS assay for inhibitors of human arachidonate 12S-lipoxygenase (ALOX12): Round 2; Polyunsaturated fatty acid lipoxygenase ALOX12 (Homo sapiens), P18054; purified 12hLO, xylenol orange hydroperoxide absorbance; Potency, µM (titrated, usually from 108 µM), without a hit: at the top dose activity change, negative = inhibition, usual class: inhibitors; 580,000 tested, 1.1% active; further: on the % scale 0 is the no-effect control and ±100 the full control effect
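Purified human 12hLO at 150 nM in 25 mM Hepes, 0.01% Triton X-100, pH 7.0, preincubated 15 min at room temperature with compound. Reaction started with 40 uM arachidonic acid, 30 min at room temperature. Hydroperoxide measured by Fe-xylenol orange, 573/405 nm absorbance ratio.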
RGS4 inh: Inhibitors of Regulator of G Protein Signaling (RGS) 4: qHTS. Transcreener GDP fluorescence polarization, RGS4-accelerated GTP hydrolysis. 390,000 tested, 0.039% active. Potency, µM (top dose mostly 114 µM), for inactives: at the highest dose activity change, negative = inhibition, usual class: inhibitors. Regulator of G-protein signaling 4 (Homo sapiens), P49798; further: on the % scale 0 is the no-effect control and ±100 the full control effect; nearly all actives have a fitted effect of over 75% in size; some results filed as inactive show a strong effect at the top dose
Target sequence (P49798 whole entry, looked up): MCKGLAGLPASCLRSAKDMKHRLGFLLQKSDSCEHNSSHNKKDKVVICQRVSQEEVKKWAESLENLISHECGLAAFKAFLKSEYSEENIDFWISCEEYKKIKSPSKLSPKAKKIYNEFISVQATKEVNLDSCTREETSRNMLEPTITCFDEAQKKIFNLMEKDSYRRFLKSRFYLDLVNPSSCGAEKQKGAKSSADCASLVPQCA
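MLSMR compounds (23 nl, pin-transferred) preincubated 10 min at room temperature with a 500nM (2x) first reagent, then RGS4 at 900nM (2x) plus Transcreener GDP mix added; fluorescence polarization (620/688 nm) read before and after 90 min at 30 °C.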
The depositor's hits bear a star; i = inactive; ? = inconclusive; . = no result given; & = joins results of further samples; [ ] = another dose, or the depositor's remark. The call rests on the fitted dose curve; in most records, active means well fitted curve in the direction sought with a large enough effect; inconclusive means small, poorly fitted or top-dose-only effect, or another doubt; inactive means no such curve, though single readings can be large; an effect the other way counts as inactive or inconclusive. Potency means the concentration at half of the fitted maximal effect. The list is partial; count on the stated rates, not on these rows.

no.	RXFP1 ag	USP1-UAF1 inh	rTrxR1 inhibitor	TrxR1 substrate	Vif-APOBEC3G blk	mIDH1 inhibitor	Vif-APOBEC3F blk	12-LOX inh	RGS4 inh	molecule
1	.	-6%	16%[57.1 µM]	-7%[2.29 µM]	3%	2%	-11%	-18%	-29%	O=C(COc1ccc([N+](=O)[O-])cc1Cl)Nc1ccc2[nH]c(=O)[nH]c2c1
2	5.5%	-11%	?	2%	-8%	-1%	-3%	-2%	-6%	COc1ccc(CN(C(=O)c2nsc(Cl)c2Cl)C(C(=O)NC2CCCC2)c2ccc(OC)cc2)cc1 (stereo not given)
3	0.7%	-21%	15%[57.1 µM]	-20%[57.1 µM]	6%	3%	8%	?	-34%	COc1ccc(/C(C)=N/Nc2nc3ccccc3nc2C)cc1OC
4	1.1%	-15%	-12%	-9%	-3%	9%	1%	1%	-26%	COc1cccc(/C=N/n2c(=O)[nH]c3ccccc32)c1OC
5	0.5%	-22%	-6%	-5%	1%	4%	1%	-9%	4%	CC(=O)Nc1ccc(S(=O)(=O)NC2CC(=O)N(c3cccc(F)c3)C2)cc1 (stereo not given)
6	-1.5%	-28%	?	-3%	4%	4%	-6%	12%	1%	CCN(CC)C(=O)c1[nH]cnc1C(=O)Nc1ccc(Cl)cc1
7	5.0%	-18%	17%	2%	-2%	-3%	-6%	-20%	-44%	CC(C)C(C(=O)NC1CCCC1)N(CC1CCCO1)C(=O)CNS(=O)(=O)c1ccc(F)cc1 (stereo not given)
8	0.7%	-9%	12%[57.1 µM]	-8%[57.1 µM]	0%	2%	8%	7%	-25%	CC(C)(C)NC(=O)C1CC(=O)N(CCc2ccc(F)cc2)C1 (stereo not given)
9	-0.9%	-7%	9%[11.4 µM]	8%[57.1 µM]	-1%	5%	-7%	108%[activator]	-20%	O=C(N/N=C/c1ccco1)c1csc2c1CCCC2
10	1.9%	-6%	-8%[57.1 µM]	-5%	0%	5%	-10%	59%[activator]	-12%	CC(CCc1ccco1)NC(=O)CSc1cc(=O)n(C)c2ccccc12 (stereo not given)
11	.	-28%	-8%	7%	2%	10%	2%	-3%	-13%	C[C@H](CO)N1C[C@H](C)[C@@H](CN(C)S(C)(=O)=O)Oc2ccc(NC(=O)Cn3cnnn3)cc2C1=O
12	2.0%	-1%	-11%	-1%[57.1 µM]	-8%	-1%	-8%	60%[activator]	9%[11.4 µM]	COc1ccc2nc(NC(=O)C3CCCN(S(=O)(=O)c4cccc5nonc45)C3)sc2c1 (stereo not given)
13	3.3%	-16%	26%[57.1 µM]	-4%[57.1 µM]	-1%	-15%	0%	-20%	-28%	Cc1ccc(C(=O)N2CCN(c3ccccc3F)CC2)cc1NC(=O)c1nsc2ccccc12
14	4.2%	-9%	21%	10%	3%	7%	-3%	0%	-3%	COc1ccc(C(=O)Cn2c(Br)nc3c2c(=O)n(C)c(=O)n3C)cc1OC
15	0.5%	-25%	15%	0%	-2%	-14%	-5%	?	-34%	O=C(Nc1nc2ccccc2c(=O)[nH]1)c1ccccc1SCc1ccccc1
16	2.2%	-12%	20%	0%	-9%	-3%	4%	?	18%	COc1cccc(NC(=O)C2CCC(CNS(=O)(=O)c3cccs3)CC2)c1 (stereo not given)
17	2.1%	-12%	3%[11.4 µM]	-5%[11.4 µM]	3%	0%	6%	5%	-14%	COC(=O)C1C(=O)c2c(C)noc2CC1(C)C (stereo not given)
18	0.8%	-25%	22%[57.1 µM]	2%[57.1 µM]	-5%	8%	-21%	400%[activator]	-5%	COc1ccc(CCNC(=O)c2ccc(CSc3ccccc3)o2)cc1
19	-5.7%	-17%	12%	6%	-3%	6%	5%	-29%	11%	CCCc1nc2scc(-c3ccc(C)cc3)c2c(=O)n1N
20	3.7%	-12%	-2%	-5%	-1%	-5%	-13%	-26%	-8%	COCCn1c(C)cc(C(=O)CSc2ncn[nH]2)c1C
21	2.3%	-8%	9%	4%	-4%	17%	-2%	22%	20%	O=[N+]([O-])c1ccc(-c2nnc3n2CCCCC3)cc1
22	-0.7%	-15%	-3%[57.1 µM]	-3%[57.1 µM]	-4%	2%	0%	.	-4%	CC(=O)c1ccc(NC(=S)NC(=O)/C=C/c2ccc(F)cc2)cc1
23	2.0%	-10%	6%	7%	-15%	8%	-10%	-27%	2%	Cc1ccc(CC(=O)Nc2ccc(S(=O)(=O)Nc3nccc(C)n3)cc2)cc1
24	-0.1%	-14%	-18%	11%	-1%	0%	4%	?	-10%	NC(=O)CSc1nnc(-c2cnccn2)n1Cc1ccco1
25	-1.4%	-11%	2%[57.1 µM]	2%[57.1 µM]	0%	5%	6%	i	2%	CCC1(CC)NC(=O)N(CC(=O)OCC(=O)Nc2ccccc2[N+](=O)[O-])C1=O
26	-1.5%	?	1%[57.1 µM]	-10%[57.1 µM]	0%	-21%	0%	-10%	9%	COc1cccc(C(=O)Nc2ccc(-n3nncc3-c3ccccc3)cc2)c1
27	0.0%	-18%	43%[activator]	1%	0%	-10%	-7%	-27%&-11%	-21%	COc1cccc(NC(=O)Nc2nnc(CC(=O)NCc3ccccc3)s2)c1
28	2.4%	-11%	?	1%	1%	6%	5%	-26%	-5%	COc1ccc(C(C#N)N2N=C(C)CC2(C)C)cc1 (stereo not given)
29	14%	4%	5%	0%	-4%	1%	0%	3%	24%	CCOC(=O)c1ccccc1NC(=O)Cn1cnc2c(cnn2-c2ccccc2)c1=O
30	-0.3%	-9%	3%[57.1 µM]	0%[57.1 µM]	0%	13%	6%	-4%	5%	O=C(NNC(=O)c1ccccc1OCc1ccc(F)cc1)c1ccncc1

The closing 2 records of the part before lead into the next.
no.	RXFP1 ag	USP1-UAF1 inh	rTrxR1 inhibitor	TrxR1 substrate	Vif-APOBEC3G blk	mIDH1 inhibitor	Vif-APOBEC3F blk	12-LOX inh	RGS4 inh	molecule
29	14%	4%	5%	0%	-4%	1%	0%	3%	24%	CCOC(=O)c1ccccc1NC(=O)Cn1cnc2c(cnn2-c2ccccc2)c1=O
30	-0.3%	-9%	3%[57.1 µM]	0%[57.1 µM]	0%	13%	6%	-4%	5%	O=C(NNC(=O)c1ccccc1OCc1ccc(F)cc1)c1ccncc1
31	3.6%	-18%	3%	-2%	-1%	0%	2%	?	2%[11.4 µM]	Cc1cccc(NC(=O)CN2CCc3cc4c(cc3C2)OCCCO4)c1
32	1.5%	-10%	12%	9%	2%	-1%	-4%	22%	14%	CN(C)S(=O)(=O)c1ccc(C(=O)NCCOc2ccc(F)cc2)cc1
33	1.6%	0%	11%[2.29 µM]	82%[57.1 µM]	1%	-2%	-3%	.	28%	CC1CCN(CC(O)CN2c3ccccc3Sc3ccccc32)CC1 (stereo not given)
34	-1.0%	-10%	0%	11%	1%	-14%	0%	?	-8%	COc1cc(C2c3c([nH]c(=O)[nH]c3=O)Nc3ccc4ccccc4c32)ccc1O (stereo not given)
35	-0.2%	-7%	-29%	-8%	-3%	1%	5%	-22%	12%	O=C(NCCN1CCOCC1)c1ccc(=O)oc1
36	-0.7%	-4%	22%[57.1 µM]	12%[57.1 µM]	3%	0%	-5%	-6%	19%	C/C=C/C(=O)N1CC2(CC(c3cccc(NC(=O)/C(C)=C/C)c3)=NO2)C[C@H]1C(N)=O (stereo not given in full)
37	1.3%	-35%	14%[57.1 µM]	21%[57.1 µM]	3%	6%	-8%	2%	11%	CCCCNC(=O)CCCCCn1c(=O)[nH]c2cc(C(=O)OC)ccc2c1=O
38	-2.9%	-12%	8%[57.1 µM]	-1%[57.1 µM]	-7%	0%	4%	0%	-13%	Cc1cccc(OCCC(=O)Nc2ccc(S(=O)(=O)N3CCCC3)cc2)c1
39	-0.6%	?	-6%	-8%	0%	0%	-4%	3%	-14%	Cc1ccc(C(=O)N/C(=C\c2ccco2)C(=O)N2CC(C)OC(C)C2)cc1C (stereo not given)
40	0.1%	-5%	-26%	-6%	1%	12%	-15%	?	?	Cn1cnnc1SCC(=O)c1ccc2c(c1)CCCC2
41	-0.5%	-11%	-1%	-4%	0%	-1%	-2%	-6%	13%	COc1ccc2c(c1)OC[C@H]1[C@H]2N2C(=O)CN(CC3CCCO3)C(=O)[C@@]2(C)[C@H]1c1ccccc1 (stereo not given in full)
42	-1.0%	-4%	2%	-1%	0%	-5%	5%	10%	8%	COc1cc(S(=O)(=O)N(C)Cc2ccc3c(c2)OCCO3)ccc1NC(C)=O
